Compound activity: PubChem BioAssay, several laboratories
NPR1 activator – GC-A stimulated cGMP production enhancers – HEK293 GC-A cells, cGMP TR-FRET, EC30 ANP, primary screen; 370,000 tested, 0.14% active; activation, % at 10 µM; Atrial natriuretic peptide receptor 1 (Homo sapiens), P16066; 0% at EC30 ANP, 100% saturating ANP; in the data active = activation above about 40%
FXN GAA850 act – FXN promoter activators, primary screen, cell-based, luciferase luminescence, HEK293 lucGAA850; HEK293 lucGAA850 FXN promoter luciferase reporter, 24 h; percent of 10 µM SAHA response; activation, % at 6 µM; 360,000 tested, 0.56% active; AID 540364, 2011;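 active = activation above the average of all compounds screened plus 3 SD, cutoff fixed separately per campaign, cut at about 7.5% in these data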;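 note: 0% = DMSO wells and 100% = 10 µM SAHA wells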
DAX1 inh-1 – DAX1 (NR0B1) inhibitors on StAR promoter, primary screen, cell-based, luminescence, SF-1 (NR5A1), full-length DAX-1. HEK293T StAR-luciferase reporter, SF-1/DAX-1 repression relief. inhibition, % at 6.8 µM. 370,000 tested, 1.1% active. AID 652010, 2013;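 active = inhibition above the mean over all tested compounds plus 3 SD, cut at about 3.6% in these data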;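 note: 0% = DAX-1 cells with DMSO and 100% = cells lacking DAX-1 with DMSO; higher inhibition means more luminescence from relief of DAX-1 repression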
ssDAF-12 act – S. stercoralis DAF-12 nuclear receptor activators, primary screen, cell-based, luminescence, HEK293, GRIP1 co-expression, lit1-tk-luc | Nuclear hormone receptor DAF-12 (Strongyloides stercoralis) | HEK293 ssDAF-12/GRIP1 lit1-tk-luc reporter; % of 3 µM dafachronic acid response | activation, % at 6.8 µM | 370,000 tested, 1% active | AID 652126, 2013;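 active = activation above the mean over all tested compounds plus 3 SD, cut at about 0.9% in these data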;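 note: 0% = DMSO-only wells and 100% = 3 µM delta7-dafachronic acid wells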
HGIII-sPLA2 inh – human group III sPLA2 inhibitors, primary screen, biochemical, QFRET, BODIPY PC-A2 liposome substrate. 370,000 tested, 0.56% active. inhibition, % at 12.2 µM. QFRET BODIPY PC-A2 liposome hydrolysis, fluorescence. AID 743126, 2013;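 active = inhibition above mean plus 3 SD of compounds lying within the high and low control bounds, cut at about 19% in these data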;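 note: 0% = median of test compound wells and 100% = no enzyme DMSO wells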
Target sequence (Q9NZ20 whole entry, looked up): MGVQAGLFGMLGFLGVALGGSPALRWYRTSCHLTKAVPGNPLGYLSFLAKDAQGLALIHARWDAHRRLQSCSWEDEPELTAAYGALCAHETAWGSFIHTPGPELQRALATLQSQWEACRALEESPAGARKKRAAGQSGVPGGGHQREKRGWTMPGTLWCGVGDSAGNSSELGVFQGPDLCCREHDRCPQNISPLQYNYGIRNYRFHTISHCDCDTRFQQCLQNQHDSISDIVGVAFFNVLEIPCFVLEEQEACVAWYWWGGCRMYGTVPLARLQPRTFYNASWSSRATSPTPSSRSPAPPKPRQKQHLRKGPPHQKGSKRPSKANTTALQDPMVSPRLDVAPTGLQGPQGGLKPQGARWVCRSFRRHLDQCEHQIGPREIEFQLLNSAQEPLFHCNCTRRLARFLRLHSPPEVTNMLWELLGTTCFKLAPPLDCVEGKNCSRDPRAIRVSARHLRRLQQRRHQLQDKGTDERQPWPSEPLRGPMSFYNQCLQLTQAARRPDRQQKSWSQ
hcDAF-12 act – H. contortus DAF-12 nuclear receptor activators, primary screen, cell-based, luminescence, HEK293, lit1-tk-luc reporter | HEK293 hcDAF-12 lit1-tk-luc reporter; 0% DMSO, 100% Δ7-dafachronic acid | AID 652067, 2013 | 370,000 tested, 1.4% active | activation, % at 6.8 µM;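 active = activation above the mean of all tested compounds plus 3 SD, cut at about 5.5% in these data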;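 note: 100% = response to 3 µM Δ7-dafachronic acid high control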
NPR2 activator – human GC-B receptor activators, primary screen, HEK293 GC-B cells, cGMP TR-FRET, EC30 CNP | activation, % at 10 µM | Atrial natriuretic peptide receptor 2 (Homo sapiens), P20594 | 0% at EC30 CNP, 100% saturating CNP | 370,000 tested, 0.11% active;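 active = activation at 10 µM reaching about 35% in either raw or pattern-adjusted values, limit read from the data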
DAX1 inh-2 – DAX1 (NR0B1) inhibitors, primary screen, cell-based, HEK293, Gal4-DAX1, luciferase luminescence | HEK293 Gal4-DAX1 luciferase reporter | inhibition, % at 6.75 µM | 340,000 tested, 0.99% active | AID 504766, 2011;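 active = inhibition above the mean over all tested compounds plus 3 SD, cut at about 4.2% in these data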;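 note: 0% = DAX1-transfected cells with DMSO and 100% = empty-vector control cells with DMSO; inhibition shows as a rise in luminescence from relieved DAX1 repression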
Target sequence (P51843 207-470 limits assumed): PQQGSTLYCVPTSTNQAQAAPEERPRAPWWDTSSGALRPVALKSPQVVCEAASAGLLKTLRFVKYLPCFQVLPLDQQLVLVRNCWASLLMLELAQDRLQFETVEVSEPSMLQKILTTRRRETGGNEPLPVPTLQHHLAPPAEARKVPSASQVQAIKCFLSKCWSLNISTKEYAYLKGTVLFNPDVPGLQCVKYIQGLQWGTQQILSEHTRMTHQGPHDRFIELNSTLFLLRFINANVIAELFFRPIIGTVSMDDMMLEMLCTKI
hgDAF-12 ag – H. glycines DAF-12 receptor agonists, primary screen, cell-based, luminescence, HEK293, GAL4 fusion, UAS-luciferase; 370,000 tested, 1.8% active; activation, % at 6.8 µM; AID 687014, 2013; Nuclear hormone receptor DAF-12 (Heterodera glycines), GAL4 fusion; HEK293 GAL4-hgDAF12 UAS-luciferase reporter, agonist luminescence; normalized to butyrate control;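 active = activation above a cutoff set at the mean of all screened compounds plus 3 SD, cut at about 10% in these data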;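 note: 0% = DMSO wells and 100% = sodium butyrate wells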
SMARCA2 activ – SMARCA2 (BRM) function activators, primary screen, cell-based, luminescence, high throughput; MG213 cells, MMTV-luciferase reporter, dexamethasone, overnight; activation, % at 9.1 µM; 370,000 tested, 1% active; in the data active = activation above about 7.8%;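 note: 0% = vehicle wells and 100% = reference activator wells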
proKLK7 act – proKLK7 zymogen activators, primary screen, biochemical, fluorescence intensity | activation, % at 7 µM | 370,000 tested, 0.9% active | Kallikrein-7 (Homo sapiens), P49862 | AID 652039, 2013 | purified proKLK7, EDANS-DABCYL substrate fluorescence; 100% is mature enzyme control, 0% vehicle;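 active = activation above the mean of all tested compounds plus 3 SD, computed per campaign excluding outliers beyond control limits, cut at about 13% in these data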
Target sequence (P49862 whole entry, looked up): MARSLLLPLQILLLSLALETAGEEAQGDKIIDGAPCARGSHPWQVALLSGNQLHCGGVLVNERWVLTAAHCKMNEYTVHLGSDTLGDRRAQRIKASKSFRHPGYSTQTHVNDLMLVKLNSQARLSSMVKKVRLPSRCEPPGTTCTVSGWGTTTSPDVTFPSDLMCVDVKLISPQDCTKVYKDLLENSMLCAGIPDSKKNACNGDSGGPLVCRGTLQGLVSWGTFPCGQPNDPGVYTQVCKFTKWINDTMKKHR
The depositor's hits bear a star; . = no result given.

SMILES | NPR1 activator | FXN GAA850 act | DAX1 inh-1 | ssDAF-12 act | HGIII-sPLA2 inh | hcDAF-12 act | NPR2 activator | DAX1 inh-2 | hgDAF-12 ag | SMARCA2 activ | proKLK7 act
CCCCN1C(=O)c2ccc(C(=O)Nc3c(N)n(CCCC)c(=O)n(C)c3=O)cc2C1=O | 5 | -1.4 | 0.2 | -1.4 | 5 | -1.1 | 8 | 0.0 | 0.4 | 0 | -0.4
COc1ccc(NC(=S)NCc2ccco2)c(OC)c1 | 0 | 0.4 | 0.0 | -0.9 | 5 | 0.2 | -5 | -0.2 | 3.3 | 1 | 0.4
O=C(CCc1nc(-c2ccccc2F)no1)NC1CCCCCC1 | -2 | -1.8 | -0.6 | -1.4 | 1 | -1.1 | -2 | -0.1 | -2.7 | -1 | 0.6
CC(C)Cn1c(SCC(=O)Nc2ncccn2)nc2ccccc21 | 2 | 1.9 | 0.6 | -1.3 | -3 | -1.4 | 2 | 1.1 | 2.8 | -2 | 0.2
CN=C(Nc1ccccc1)SC1CC(=O)N(c2cccc(OC)c2)C1=O (stereo not given) | 5 | 0.1 | 0.5 | -1.8 | -13 | -1.2 | -3 | -0.8 | -2.8 | -4 | 0.1
CCOC(=O)C1=C(C)NC(C)=C(C(=O)OCC)C1C(=O)OCC(=O)c1ccc2c(c1)OCCO2 | 1 | -1.2 | -0.9 | -1.0 | -16 | -1.3 | -1 | 0.7 | 0.5 | -3 | -1.3
COc1ccc(C(=O)C2CCCN(C(=O)c3cc4nc(C)cc(C)n4n3)C2)cc1F (stereo not given) | -2 | 3.3 | -0.3 | -2.1 | 1 | -1.2 | 0 | 0.5 | -2.0 | 5 | -0.1
Cn1c(-c2ccc(F)cc2)cnc1NCc1cccc([N+](=O)[O-])c1 | -4 | 3.2 | -0.2 | -1.7 | -12 | -2.2 | -4 | -0.7 | 1.6 | -2 | 0.2
Cn1c(=O)cc(OCC(=O)N2CCN(c3cccc(C(F)(F)F)c3)CC2)c2ccccc21 | -3 | -2.0 | 0.3 | -0.2 | 4 | -1.2 | -4 | -1.0 | 0.5 | -2 | -0.1
COc1ccccc1COCC(O)CN1CCN(S(=O)(=O)c2cccc(F)c2)CC1 (stereo not given) | -4 | 0.5 | 1.6 | -1.1 | -6 | 1.1 | 2 | 2.1 | -1.5 | -4 | 0.1
O=C(NNC(=O)C1CC=CCC1)c1cccc(Br)c1 (stereo not given) | -3 | 1.1 | 0.4 | -1.7 | -10 | 1.0 | -5 | 4.6* | 2.0 | -2 | 0.1
Cc1nn(-c2ccccc2)c(N)c1C1(O)C(=O)N(C)c2ccccc21 (stereo not given) | 1 | 0.9 | -0.1 | -1.1 | 1 | 1.2 | 3 | -1.0 | -0.1 | -1 | 0.0
O=C(NCCn1ccc2ccccc21)c1ccc2c(c1)OCO2 | -1 | 2.5 | 4.8* | 0.0 | -15 | 4.2 | 0 | 3.2 | 7.5 | 4 | -0.2
Cc1csc2nc(CCNS(=O)(=O)c3ccc4c(c3)OCCO4)cn12 | 0 | 0.9 | 0.6 | -0.8 | 1 | -0.4 | 2 | 0.7 | 2.5 | 0 | 0.3
COc1ccccc1C(=O)COC(=O)COc1cccc2c1OC(C)(C)C2 | 2 | -0.5 | 0.5 | -0.9 | -4 | -1.2 | 0 | 1.9 | 0.9 | 2 | 0.8
O=C1Nc2cc(C(=O)N3CCOCC3)ccc2S/C1=C/c1ccccc1F | 8 | -1.1 | -1.9 | -1.8 | -6 | -3.0 | 4 | 0.2 | 1.3 | -2 | 1.4
COc1ccc(C(=O)NCCCCc2ccccc2)cc1 | 3 | -0.4 | -0.4 | -0.4 | -3 | 1.7 | 1 | . | 0.5 | 4 | 0.1
CCOc1ccc(N2CC(C(=O)OCC(=O)NCc3ccccc3)CC2=O)cc1 (stereo not given) | 16 | 0.9 | -0.2 | -2.0 | -2 | 0.3 | -1 | 0.0 | -1.0 | -2 | 0.1
Cc1cccc(OCc2n[nH]c(=S)o2)c1C | 3 | 1.8 | 0.1 | -1.6 | 11 | 1.1 | 3 | -0.3 | -0.6 | -2 | 0.2
O=C(Nc1ccc(C(O)c2ccccc2)cc1)[C@@H]1O[C@H](CO)[C@@H](O)[C@H]1O (stereo not given in full) | 0 | 3.2 | 0.8 | -1.6 | 15 | -0.4 | -3 | . | 1.4 | -4 | -0.6
Cn1c(=O)c2c(nc(OC3CCCCCC3)n2C)n(C)c1=O | 8 | -0.6 | 1.4 | -1.1 | -2 | -2.2 | -3 | 0.7 | -2.0 | -2 | 0.4
CCc1ccccc1NC(=O)C1CCCN1S(=O)(=O)c1ccc2c(c1)n(C)c(=O)c(=O)n2C (stereo not given) | 2 | -1.3 | 0.1 | -0.5 | 5 | 2.2 | 6 | 0.6 | -0.9 | 8.0* | 0.5
COc1ccc2c(c1)c1ncn(CCCN3CCOCC3)c(=O)c1n2C | 0 | 1.1 | 0.1 | -0.8 | 6 | -1.7 | 1 | 1.4 | -0.4 | 0 | 15*
CS(=O)(=O)c1ccccc1C(=O)N1CCN(Cc2ccccc2)CC1 | 2 | -1.6 | -0.9 | -0.9 | 4 | 0.7 | 4 | 2.1 | -1.8 | -3 | 0.2
COc1ccc(S(=O)(=O)NCC2CCCN(C(=O)CCC(F)(F)F)C2)cc1 (stereo not given) | 0 | 0.3 | -0.1 | -0.8 | 3 | -0.8 | 4 | -0.5 | -3.1 | 0 | 0.1
SMILES | NPR1 activator | FXN GAA850 act | DAX1 inh-1 | ssDAF-12 act | HGIII-sPLA2 inh | hcDAF-12 act | NPR2 activator | DAX1 inh-2 | hgDAF-12 ag | SMARCA2 activ | proKLK7 act
COc1cc(OC)cc(C(=O)OCn2nnc3ccccc3c2=O)c1 | 3 | -0.7 | 1.2 | -1.1 | 8 | 0.8 | -1 | 0.6 | 3.0 | -2 | 0.1
Cc1nc(NC(=O)c2cccnc2)ccc1Br | 1 | 1.9 | 1.5 | -0.2 | 1 | -0.1 | 3 | 1.4 | 3.0 | 3 | -0.9
O=C(CCCn1c(SCC(=O)c2ccc(O)c(O)c2)nc2ccccc2c1=O)NCC1CCCO1 (stereo not given) | -2 | -2.3 | -0.8 | -1.5 | -25 | -1.4 | -7 | -1.1 | -2.3 | 0 | 0.2
Cc1ccc2cc(CCNC(=O)c3c(-c4ccccc4Cl)noc3C)c(=O)[nH]c2c1 | -6 | -2.1 | 0.7 | -0.7 | -3 | 0.4 | -14 | -1.0 | -0.5 | -3 | 0.3
CC(C)(C)c1ccc(C(=O)NCCc2ccccc2)cc1 | 8 | -0.7 | 2.6 | 0.7 | -5 | 6.6* | 1 | -1.0 | 11* | 3 | 0.0
O=c1[nH]c(N/N=C\c2ccc(F)cc2)nc2ccccc12 | -4 | 6.3 | 3.5 | 1.6* | 12 | 8.4* | -12 | 2.8 | 15* | 4 | -34
Cc1nc2c(S(=O)(=O)c3ccccc3)cnn2c(C)c1C | -3 | 2.9 | -0.1 | -1.2 | 1 | -1.0 | -4 | -1.2 | -3.5 | -4 | 0.4
Cc1ccc(C(=O)CN(C(=O)c2ccc(Cl)cc2)N2C(=O)c3ccccc3C2=O)cc1 | 0 | 0.1 | -0.3 | -1.1 | -3 | -1.1 | 1 | 1.4 | 2.4 | 0 | 0.2
CNC(=O)c1ccccc1S(=O)c1ccccc1COC(C)=O (stereo not given) | 3 | -1.5 | -0.1 | 0.1 | -7 | 0.3 | -1 | 2.2 | -0.1 | -1 | -0.1
CCS(=O)(=O)NCCc1cc2c(OC)ccc(OC)c2[nH]c1=O | -1 | -1.8 | -0.7 | -1.1 | 4 | 0.6 | 5 | -0.6 | 1.9 | 2 | 2.0
CC(=O)Nc1ccc(OS(=O)(=O)c2cc(Cl)ccc2C)cc1 | -5 | 0.9 | -0.1 | -0.9 | -15 | 0.6 | 4 | -0.4 | 0.3 | -1 | 0.1
c1ccc(-c2cnc(-c3ccccn3)nn2)cc1 | 5 | 0.0 | 3.5 | 0.8 | 2 | 4.4 | 2 | 1.9 | 11* | 7 | 0.0
CC(=O)c1ccc(-n2nncc2C)cc1 | 27 | 1.1 | 0.0 | -1.3 | 10 | -1.8 | -1 | -0.2 | 1.7 | 0 | -0.6
O=C(NC(Nc1nc2ccc([N+](=O)[O-])cc2s1)(C(F)(F)F)C(F)(F)F)c1ccccc1 | 12 | -14 | -4.2 | -2.9 | -17 | -5.1 | 6 | -4.7 | -11 | -9 | -0.1
Cc1ccc(CSc2nc3ccsc3c(=O)n2Cc2ccccn2)cc1 | -2 | 2.1 | -1.1 | -1.6 | -11 | -1.2 | 0 | -1.1 | 5.4 | -1 | 0.2
COc1ccccc1Nc1nc(-c2cccc(N3C(=O)c4ccccc4C3=O)c2)cs1 | 1 | -0.1 | -0.5 | -1.6 | 4 | -0.6 | 2 | 0.1 | 0.0 | -3 | 0.3
CC(C)c1ccccc1NC(=S)N(C)C | 0 | -0.1 | -0.4 | -1.2 | 7 | 0.6 | 4 | 2.0 | 0.2 | 0 | -0.1
O=C(CCCN1CCC(C(=O)c2ccc(F)cc2)CC1)c1ccc(F)cc1 | 2 | 1.8 | 0.1 | -0.6 | 3 | 0.5 | -2 | 0.6 | 2.2 | -2 | 0.8
CCC(=O)Nc1ccc(S(=O)(=O)NC[C@H]2O[C@@H](n3cnc4c(=O)[nH]c(N)nc43)[C@H](O)[C@@H]2O)cc1 | 19 | . | 0.0 | -1.2 | 16 | -0.8 | 19 | . | -0.5 | -4 | 0.2
COc1cccc(CN2CC(C(=O)N(C)C3CCOCC3)CCC2=O)c1 (stereo not given) | 2 | 0.4 | 0.3 | -1.1 | 0 | 1.8 | 4 | 1.2 | -1.4 | 3 | -0.5
CC(=O)Nc1ccc(NC(=O)c2cc(=O)c3ccccc3o2)cc1 | -4 | -0.2 | 0.4 | -1.6 | 6 | -2.3 | 2 | 0.3 | 3.8 | -3 | 0.9

Entries above that contain a nitro group on carbon:
SMILES | NPR1 activator | FXN GAA850 act | DAX1 inh-1 | ssDAF-12 act | HGIII-sPLA2 inh | hcDAF-12 act | NPR2 activator | DAX1 inh-2 | hgDAF-12 ag | SMARCA2 activ | proKLK7 act
Cn1c(-c2ccc(F)cc2)cnc1NCc1cccc([N+](=O)[O-])c1 | -4 | 3.2 | -0.2 | -1.7 | -12 | -2.2 | -4 | -0.7 | 1.6 | -2 | 0.2
O=C(NC(Nc1nc2ccc([N+](=O)[O-])cc2s1)(C(F)(F)F)C(F)(F)F)c1ccccc1 | 12 | -14 | -4.2 | -2.9 | -17 | -5.1 | 6 | -4.7 | -11 | -9 | -0.1
